# High-throughput results as filed in PubChem BioAssay.
# E-sel inducer – E-selectin induction on HUVECs. P16581. activation, % at 7.58 µM. AID 686992. HUVEC E-selectin immunofluorescence imaging; normalized: neutral wells 0, TNF-alpha wells 100. hit rate 0.37% among 260,000;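 active = mean E-selectin-positive cell signal at least 10% of the positive control, reached in at least 60% of replicates, without over 20% cell loss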;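 note: in these data hits start at about 27%; measured in HUVEC primary endothelial cells; signal is the percent of cells scored E-selectin positive by PE staining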
# Target sequence (P16581 whole entry, looked up): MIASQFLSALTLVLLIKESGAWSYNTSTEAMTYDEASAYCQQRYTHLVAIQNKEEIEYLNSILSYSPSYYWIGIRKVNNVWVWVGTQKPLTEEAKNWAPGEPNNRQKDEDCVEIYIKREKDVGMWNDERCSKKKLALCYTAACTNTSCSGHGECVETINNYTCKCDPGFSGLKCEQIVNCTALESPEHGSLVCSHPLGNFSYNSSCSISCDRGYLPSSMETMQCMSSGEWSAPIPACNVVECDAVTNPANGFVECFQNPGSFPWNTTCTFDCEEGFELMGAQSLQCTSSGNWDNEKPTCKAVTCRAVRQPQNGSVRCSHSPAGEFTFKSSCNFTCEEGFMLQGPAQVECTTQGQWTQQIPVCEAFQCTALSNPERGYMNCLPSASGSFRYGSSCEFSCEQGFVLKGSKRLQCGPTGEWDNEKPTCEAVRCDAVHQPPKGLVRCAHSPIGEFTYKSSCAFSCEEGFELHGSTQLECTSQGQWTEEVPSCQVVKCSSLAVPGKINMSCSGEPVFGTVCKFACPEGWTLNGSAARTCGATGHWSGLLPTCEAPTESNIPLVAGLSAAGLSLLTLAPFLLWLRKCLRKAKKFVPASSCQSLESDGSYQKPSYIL
#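 Assay system: HUVEC primary endothelial cells. Input: 3,000 HUVEC seeded per well. Doses: one compound dose added by pin transfer. Read-out basis: % PE-positive cells. Benchmarks: TNF-alpha high, DMSO low. Detection: immunofluorescence imaging. Buffer or medium: EGM-2, gelatin.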
# esBAF inh – inhibitors of esBAF chromatin remodeling in mouse ES cells. Bmi1-luciferase knock-in reporter, 24 h; 100% = twice the neutral-well signal. reporter increase, % at 12.5 µM. hit rate 2% among 350,000; in the data active = activation above about 40%;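 note: 0% = median of the plate's neutral control wells and 100% = double that signal; a rise in the Bmi1 reporter signal indicates esBAF inhibition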
# An asterisk follows results filed as active.
SMILES,E-sel inducer,esBAF inh
CC(C)CC#Cc1ccc2c(c1)O[C@H](CN(C)Cc1ccccc1)[C@H](C)CN([C@@H](C)CO)S2(=O)=O,0.5,-0.4
C[C@@H]1CN([C@H](C)CO)C(=O)c2cc(NS(=O)(=O)c3ccc(Cl)cc3)ccc2O[C@@H]1CN(C)CC1CC1,-0.3,2.5
Cc1ccc(S(=O)(=O)Nc2ccc3c(c2)C(=O)N([C@H](C)CO)C[C@@H](C)[C@@H](CN(C)C)OCCCC[C@@H](C)O3)cc1,-0.2,-2.2
C[C@@H]1CN([C@@H](C)CO)C(=O)CCCn2cc(nn2)CO[C@@H]1CN(C)C(=O)Cc1ccccc1,0.3,0.7
COC(=O)C[C@@H]1C=C[C@@H](N)[C@H](CO)O1,0.0,-3.8
C[C@H](CO)N1C[C@H](C)[C@H](CN(C)S(=O)(=O)c2ccccc2F)OCc2cn(nn2)CCCC1=O,-0.1,0.8
C[C@H]1CN([C@@H](C)CO)C(=O)c2cccc(NC(=O)C3CCCCC3)c2O[C@@H]1CN(C)S(=O)(=O)c1cn(C)cn1,-0.1,-3.4
CCCC(=O)Nc1ccc2c(c1)OC[C@@H](C)N(CCc1ccccc1)C[C@@H](C)[C@H](OC)CN(C)C2=O,-0.4,2.0
C[C@H](CO)N1C[C@H](C)[C@@H](CN(C)Cc2ccc3c(c2)OCO3)Oc2ccc(NS(=O)(=O)c3ccccc3)cc2C1=O,-10.4,2.3
CO[C@@H]1CN(C)C(=O)c2cc(NC(=O)c3cccc(Oc4ccccc4)c3)ccc2OC[C@@H](C)NC[C@H]1C,0.2,-4.5
Cc1noc(C)c1S(=O)(=O)N(C)C[C@@H]1Oc2ccc(NS(=O)(=O)c3ccc(F)cc3)cc2C(=O)N([C@H](C)CO)C[C@@H]1C,-5.3,-2.9
C/C=C/c1cnc2c(c1)C(=O)N([C@H](C)CO)C[C@@H](C)[C@H](CN(C)C(=O)C1CC1)O2,0.2,-7.0
C[C@@H]1CCCCO[C@H](CN(C)C(=O)C2CCCCC2)[C@@H](C)CN([C@@H](C)CO)C(=O)c2cc(N(C)C)ccc2O1,0.8,3.7
CNC[C@H]1Oc2ccc(NS(=O)(=O)c3ccc(C)cc3)cc2CC(=O)N([C@H](C)CO)C[C@H]1C,2.9,1.7
CC(C)NC(=O)Nc1ccc2c(c1)C(=O)N([C@@H](C)CO)C[C@@H](C)[C@@H](CN(C)CC1CC1)OCCCC[C@@H](C)O2,-0.2,-2.0
C[C@@H]1CN([C@@H](C)CO)C(=O)c2cc(NS(=O)(=O)c3cn(C)cn3)ccc2O[C@@H]1CN(C)C(=O)Nc1ccc(F)cc1,19.4,-2.2
CO[C@H]1CN(C)C(=O)c2ccc(NC(=O)Nc3ccc(Cl)cc3)cc2OC[C@@H](C)NC[C@H]1C,0.0,-3.2
C[C@H]1CN([C@@H](C)CO)C(=O)c2cc(Br)cnc2O[C@@H]1CN(C)C(=O)C1CC1,0.0,-2.4
CO[C@H]1CN(C)C(=O)c2cc(NC(C)=O)ccc2OC[C@@H](C)N(C(=O)c2cnccn2)C[C@@H]1C,-0.1,-6.5
Cc1noc(C)c1NC(=O)Nc1cccc2c1O[C@H](CN(C)C(=O)Nc1ccc(F)cc1)[C@@H](C)CN([C@@H](C)CO)C2=O,-0.2,0.0
CCCN(C)C[C@@H]1Oc2cc(C#CC3CCCCC3)ccc2S(=O)(=O)N([C@@H](C)CO)C[C@@H]1C,0.0,-8.6
COc1ccc(NC(=O)N(C)C[C@H]2Oc3ccc(NS(=O)(=O)c4ccc(C)cc4)cc3CC(=O)N([C@@H](C)CO)C[C@@H]2C)cc1,-0.2,-1.2
CC(C)NC(=O)N(C)C[C@H]1Oc2ccc(NC(=O)Cn3cnnn3)cc2C(=O)N([C@H](C)CO)C[C@H]1C,-0.3,-1.3
CNC[C@H]1OCCCC[C@H](C)Oc2ccc(NC(=O)Nc3ccc(F)cc3)cc2C(=O)N([C@@H](C)CO)C[C@@H]1C,0.3,-0.4
C[C@@H]1CN([C@H](C)CO)C(=O)Cc2cc(N(C)C)ccc2O[C@H]1CN(C)Cc1ccc(Cl)c(Cl)c1,-0.1,-1.0
CCCNC(=O)C[C@@H]1CC[C@H]2[C@@H](COc3ccc(NC(=O)c4cscn4)cc3C(=O)N2C)O1,0.1,-4.6
C[C@H]1CN([C@@H](C)CO)C(=O)Cc2cc(NC(=O)Nc3ccc(F)cc3)ccc2O[C@H]1CN(C)S(=O)(=O)c1cn(C)cn1,-8.5,-1.4
Cc1ccc(S(=O)(=O)N(C)C[C@H]2Oc3c(NS(=O)(=O)c4cn(C)cn4)cccc3C(=O)N([C@@H](C)CO)C[C@@H]2C)cc1,-0.1,-5.2
Cc1ccc(S(=O)(=O)Nc2ccc3c(c2)C(=O)N([C@H](C)CO)C[C@H](C)[C@@H](CN(C)C)OCCCC[C@H](C)O3)cc1,1.1,-5.0
CCCC(=O)Nc1ccc2c(c1)C(=O)N(C)C[C@@H](OC)[C@H](C)CN(CC1CCOCC1)[C@@H](C)CO2,-0.2,0.0
Cc1ccc(S(=O)(=O)N(C)C[C@H]2Oc3c(NS(=O)(=O)c4cn(C)cn4)cccc3C(=O)N([C@@H](C)CO)C[C@H]2C)cc1,-0.1,-2.8
C[C@H](CO)N1C[C@H](C)[C@@H](CN(C)S(=O)(=O)c2ccc(Cl)cc2)Oc2ccc(NC(=O)Cc3cn(C)c4ccccc34)cc2CC1=O,17.2,-6.2
O=C(C[C@H]1C[C@H]2c3cc(NC(=O)Nc4ccccc4)ccc3O[C@H]2[C@H](CO)O1)NCc1ccccn1,0.4,0.9
C[C@H](CO)N1C[C@H](C)[C@@H](CN(C)C(=O)Nc2cccc3ccccc23)OCc2cn(nn2)CCCC1=O,-0.3,-2.4
C[C@H](NC(=O)N(C)C[C@@H]1OCc2ccccc2-c2c(n(C)c3ccccc23)C(=O)N([C@H](C)CO)C[C@H]1C)c1ccccc1,1.3,3.8
C[C@@H]1CN([C@H](C)CO)C(=O)c2cc(N(C)C)ccc2O[C@@H](C)CCCCO[C@H]1CN(C)C(=O)Nc1ccc(C(F)(F)F)cc1,0.1,-1.4
C[C@H](CO)N1C[C@H](C)[C@H](CN(C)C(=O)Nc2cccc3ccccc23)Oc2ccc(NC(=O)c3ccncc3)cc2C1=O,3.4,-3.4
C[C@@H]1CCCCO[C@@H](CN(C)C)[C@@H](C)CN([C@H](C)CO)C(=O)c2cc(NS(=O)(=O)c3ccc(Cl)cc3)ccc2O1,0.1,-4.3
C[C@@H]1CN([C@@H](C)CO)C(=O)c2cc(N(C)C)ccc2O[C@@H](C)CCCCO[C@H]1CN(C)C,-0.1,2.0
CO[C@H]1CC[C@@H]2CCOc3ccc(C#N)cc3C(=O)N(C)CCCC(=O)N(C)C[C@H]1O2,0.0,-0.7

# Single records, as listed above.
# CNC[C@H]1OCCCC[C@H](C)Oc2ccc(NC(=O)Nc3ccc(F)cc3)cc2C(=O)N([C@@H](C)CO)C[C@@H]1C across the screens: E-sel inducer: 0.3; esBAF inh: -0.4
# CC(C)NC(=O)Nc1ccc2c(c1)C(=O)N([C@@H](C)CO)C[C@@H](C)[C@@H](CN(C)CC1CC1)OCCCC[C@@H](C)O2 across the screens: E-sel inducer: -0.2; esBAF inh: -2.0
# CCCN(C)C[C@@H]1Oc2cc(C#CC3CCCCC3)ccc2S(=O)(=O)N([C@@H](C)CO)C[C@@H]1C across the screens: E-sel inducer: 0.0; esBAF inh: -8.6

# New compounds follow:
SMILES,E-sel inducer,esBAF inh
C[C@@H]1CN([C@H](C)CO)C(=O)c2cc(NS(=O)(=O)c3ccc(Cl)cc3)ccc2O[C@H]1CN(C)C(=O)Nc1ccc(C(F)(F)F)cc1,0.2,5.0
Cc1ccc(S(=O)(=O)N(C)C[C@H]2Oc3ccc(NS(=O)(=O)c4cn(C)cn4)cc3C(=O)N([C@H](C)CO)C[C@@H]2C)cc1,0.0,1.7
Cc1noc(C)c1NC(=O)N(C)C[C@@H]1Oc2ccc(NC(=O)C3CC3)cc2C(=O)N([C@H](C)CO)C[C@H]1C,-0.1,2.1
C[C@H](CO)N1C[C@H](C)[C@H](CN(C)S(=O)(=O)c2cn(C)cn2)Oc2c(NC(=O)C3CCCCC3)cccc2C1=O,0.1,-0.1
C[C@@H]1CCCCO[C@H](CN(C)C(=O)CCCN(C)C)[C@H](C)CN([C@H](C)CO)C(=O)c2cc(NS(C)(=O)=O)ccc2O1,-0.1,-2.3
C[C@H](CO)N1C[C@H](C)[C@H](CN(C)C(=O)C2CCCCC2)Oc2cc(C#CC3CC3)ccc2S1(=O)=O,0.4,-9.1
C[C@@H]1CN([C@@H](C)CO)C(=O)Cc2cc(NS(=O)(=O)c3ccc(F)cc3)ccc2O[C@H]1CN(C)C(=O)Nc1ccc2c(c1)OCO2,0.3,3.8
C[C@@H]1CN([C@@H](C)CO)C(=O)CCCn2cc(nn2)CO[C@@H]1CN(C)C(=O)Nc1ccc2c(c1)OCCO2,0.0,21.5
C[C@@H]1CN([C@@H](C)CO)C(=O)c2cccc(NC(=O)Nc3ccc(C(F)(F)F)cc3)c2O[C@H]1CN(C)S(=O)(=O)c1ccccc1,0.7,-2.7
CC(C)NC(=O)N(C)C[C@H]1Oc2c(NS(=O)(=O)c3cccs3)cccc2C(=O)N([C@@H](C)CO)C[C@@H]1C,-0.1,-9.2
COCC(=O)Nc1ccc2c(c1)C(=O)N(C)C[C@H](OC)[C@@H](C)CN(C(=O)Cc1cccnc1)[C@@H](C)CO2,-0.3,-0.6
C/C=C/c1ccc2c(c1)O[C@H](CN(C)C(=O)C1CC1)[C@H](C)CN([C@H](C)CO)S2(=O)=O,0.0,-2.4
CCS(=O)(=O)NCC[C@H]1CC[C@@H](NC(=O)C2CCCCC2)[C@H](CO)O1,-0.1,2.8
C[C@H](CO)N1C[C@H](C)[C@@H](CN(C)Cc2ccc(-c3ccccc3)cc2)Oc2ccc(NC(=O)Cc3ccccc3)cc2C1=O,0.3,0.0
CCCN(C)C[C@H]1OCCCC[C@@H](C)Oc2ccc(NS(=O)(=O)c3cn(C)cn3)cc2C(=O)N([C@@H](C)CO)C[C@H]1C,-0.2,-0.3
CO[C@@H]1CN(C)C(=O)c2cc(NC(=O)Nc3cccc(Cl)c3)ccc2OC[C@H](C)N(C(=O)Nc2c(C)noc2C)C[C@@H]1C,0.0,4.0
CO[C@@H]1CN(C)C(=O)c2cc(NC(=O)c3cccc(F)c3)ccc2OC[C@H](C)N(C(C)=O)C[C@H]1C,0.3,5.3
C[C@@H]1CN([C@H](C)CO)C(=O)Cc2cc(NC(=O)Cn3cnnn3)ccc2O[C@@H]1CN(C)C(=O)Nc1ccc(F)cc1,-3.5,1.0
C/C=C/c1cnc2c(c1)C(=O)N([C@@H](C)CO)C[C@@H](C)[C@H](CN(C)Cc1ccccc1F)O2,-0.1,1.9
C[C@@H]1CN([C@@H](C)CO)C(=O)c2cc(C#Cc3ccncc3)cnc2O[C@H]1CN(C)Cc1ccncc1,0.3,3.5
COc1ccc(NC(=O)N(C)C[C@H]2Oc3ccc(NS(=O)(=O)c4ccc(C)cc4)cc3C(=O)N([C@@H](C)CO)C[C@H]2C)cc1,1.4,1.9
C[C@@H]1CN([C@H](C)CO)C(=O)c2cccc(NC(=O)c3ccncc3)c2O[C@@H]1CN(C)CC1CCCCC1,0.0,0.6
COc1ccc(C#Cc2cnc3c(c2)C(=O)N([C@H](C)CO)C[C@H](C)[C@H](CN(C)C(=O)Nc2cccc(OC)c2)O3)cc1,0.3,2.9
C[C@H]1CN([C@@H](C)CO)C(=O)CCCn2cc(nn2)CO[C@H]1CN(C)S(=O)(=O)c1ccc(Cl)cc1,0.5,-0.7
CN(C)C(=O)[C@@H]1[C@@H](CO)[C@@H]2Cn3c(ccc(-c4cncnc4)c3=O)[C@H]1N2C(=O)NC1CCCC1,0.2,-0.8
Cc1ccc(S(=O)(=O)Nc2ccc3c(c2)C(=O)N([C@H](C)CO)C[C@H](C)[C@H](CN(C)C(=O)Nc2ccccc2)O3)cc1,25.7,-0.7
CNC[C@@H]1Oc2c(NC(=O)Nc3ccc4c(c3)OCO4)cccc2C(=O)N([C@H](C)CO)C[C@@H]1C,0.0,1.2
COCC(=O)Nc1ccc2c(c1)OC[C@@H](C)N(Cc1cncnc1)C[C@@H](C)[C@@H](OC)CN(C)C2=O,-0.2,-4.0
CNC[C@@H]1OCCCC[C@@H](C)Oc2ccc(NC(=O)Nc3ccccc3)cc2C(=O)N([C@H](C)CO)C[C@@H]1C,0.2,-7.7
Cc1noc(C)c1S(=O)(=O)Nc1ccc2c(c1)C(=O)N([C@@H](C)CO)C[C@H](C)[C@@H](CN(C)C(=O)Nc1ccc(F)cc1)O2,0.2,1.3
C[C@@H]1CN([C@@H](C)CO)C(=O)Cc2cc(NS(=O)(=O)c3ccc(F)cc3)ccc2O[C@@H]1CN(C)C(=O)Nc1ccc2c(c1)OCO2,0.0,3.2
COCC(=O)Nc1ccc2c(c1)OC[C@@H](C)N(C(C)=O)C[C@H](C)[C@H](OC)CN(C)C2=O,0.2,-0.6

# Shown with values under each structure: entries from further up
# Order of results – E-sel inducer, esBAF inh
COc1ccc(NC(=O)N(C)C[C@H]2Oc3ccc(NS(=O)(=O)c4ccc(C)cc4)cc3C(=O)N([C@@H](C)CO)C[C@H]2C)cc1
  1.4, 1.9
COCC(=O)Nc1ccc2c(c1)OC[C@@H](C)N(C(C)=O)C[C@H](C)[C@H](OC)CN(C)C2=O
  0.2, -0.6
COCC(=O)Nc1ccc2c(c1)OC[C@@H](C)N(Cc1cncnc1)C[C@@H](C)[C@@H](OC)CN(C)C2=O
  -0.2, -4.0

# Only part of the results is shown; the hit share may differ from the screen's.
